# CCT modulator: High-Throughput Screening for Modulators of Cytosolic Chaperonin Activity; purified chaperonin ATPase assay, HTRF ADP detection, 30 min; activity change, % (no concentration beside the values), hits read low; 360,000 tested, 0.3% active; in the data active = activity change below about -30%; also: % is scaled to controls: 0 for no effect and ±100 for the full control effect
#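 ATPase activity: ADP formed was measured by HTRF Transcreener (665/615 nm ratio) after 30 min at 37 deg C with 10 uM ATP. Compounds screened at one 76 uM concentration against 40 or 20 nM TRiC in Tris pH 7.4/KCl/MgCl2/DTT buffer.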
# EPAC2 antagonist: qHTS for Antagonist of cAMP-regulated guanine nucleotide exchange factor 2 (EPAC2): primary screen; Rap guanine nucleotide exchange factor 4 (Homo sapiens), Q8WZA2; EPAC2 GEF exchange of Rap1B-BODIPY-GDP, fluorescence; Potency, µM (doses to about 114 µM), for inactives: at the highest dose activity, negative = inhibition, actives largely listed as inhibitors; 360,000 tested, 0.18% active; also: potency is read from the fitted curve at half-maximal effect; % is scaled to controls: 0 for no effect and ±100 for the full control effect; nearly all actives have a fitted effect of over 45% in size; many of its hits are not listed in these tables
# Target sequence (Q8WZA2 whole entry, looked up): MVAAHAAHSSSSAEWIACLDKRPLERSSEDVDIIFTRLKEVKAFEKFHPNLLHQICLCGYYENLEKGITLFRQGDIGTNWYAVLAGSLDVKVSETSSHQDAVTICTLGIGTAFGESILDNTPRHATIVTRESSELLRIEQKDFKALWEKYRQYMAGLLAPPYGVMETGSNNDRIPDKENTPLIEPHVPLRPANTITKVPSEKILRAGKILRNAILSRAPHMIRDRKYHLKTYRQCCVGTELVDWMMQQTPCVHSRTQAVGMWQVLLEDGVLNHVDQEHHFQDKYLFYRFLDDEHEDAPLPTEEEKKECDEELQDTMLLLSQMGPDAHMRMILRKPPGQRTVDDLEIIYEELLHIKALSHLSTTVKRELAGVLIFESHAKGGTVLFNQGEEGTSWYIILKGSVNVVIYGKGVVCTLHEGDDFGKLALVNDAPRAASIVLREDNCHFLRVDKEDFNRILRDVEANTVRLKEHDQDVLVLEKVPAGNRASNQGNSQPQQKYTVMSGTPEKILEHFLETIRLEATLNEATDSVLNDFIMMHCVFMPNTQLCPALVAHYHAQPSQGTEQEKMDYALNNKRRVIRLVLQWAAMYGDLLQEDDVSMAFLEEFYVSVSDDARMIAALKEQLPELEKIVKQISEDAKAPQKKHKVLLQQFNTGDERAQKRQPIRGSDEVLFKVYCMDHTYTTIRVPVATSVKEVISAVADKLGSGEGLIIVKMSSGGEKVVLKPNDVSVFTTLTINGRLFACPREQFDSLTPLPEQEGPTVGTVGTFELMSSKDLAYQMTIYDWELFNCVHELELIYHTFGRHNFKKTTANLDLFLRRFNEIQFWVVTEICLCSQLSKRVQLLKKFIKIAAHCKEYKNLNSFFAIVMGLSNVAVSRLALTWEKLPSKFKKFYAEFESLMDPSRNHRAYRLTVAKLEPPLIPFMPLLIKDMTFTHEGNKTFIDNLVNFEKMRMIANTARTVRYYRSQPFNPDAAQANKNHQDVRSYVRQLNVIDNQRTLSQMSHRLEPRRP
# Mm-Cpn inhibitor: Inhibitors of TCP-1 ring complex (TRiC) of Methanococcus maripaludis (MmCpn): qHTS; purified Mm-Cpn ATPase, ADP Transcreener TR-FRET; 330,000 tested, 0.031% active; Potency, µM (doses to about 76.9 µM), inactives show at the top dose activity, negative = inhibition, usual class: inhibitors; Chaperonin Mm-Cpn (Methanococcus maripaludis); also: potency is read from the fitted curve at half-maximal effect; % is scaled to controls: 0 for no effect and ±100 for the full control effect; nearly all actives have a fitted effect of over 80% in size
#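 Compound-treated chaperonin, 25 nM final, turns over 10 uM ATP at 37°C for 30 min following a 10 min preincubation; ADP generated competes with ADP-d2 for Eu-cryptate antibody, lowering FRET.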
# PTHR1 ag: qHTS for PTHR1 Agonists: Primary Screen; Parathyroid hormone/parathyroid hormone-related peptide receptor (Homo sapiens), Q03431; HEK293 GP2 PTHR1 cells, GloSensor cAMP luminescence, 1 h; Potency, µM (titrated, usually from 115 µM), for the others: at the highest dose activation, most hits filed as activators; 410,000 tested, 0.075% active; AID 743266, 2014; also: potency is read from the fitted curve at half-maximal effect; nearly all actives have a fitted effect of over 55% in size; some results filed as inactive show a strong effect at the top dose; inactives centre near -15; many of its hits are not listed in these tables
#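 HEK-293-derived GP2 cells expressing PTHR1 and a GloSensor cAMP reporter, 3,000/well, plated overnight, given luciferin plus IBMX (each 0.5 mM as added) for 1 h at 37 °C, then compound for 1 h at 37 °C. Luminescence was read after 15 min at room temperature.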
# DRD3 agonist: qHTS of D3 Dopamine Receptor Agonist: qHTS; D(3) dopamine receptor (Homo sapiens), P35462; D3R DiscoveRx beta-arrestin cells, luminescence, 90 min; max activation, %; 410,000 tested, 0.58% active; in the data active = max activation above about 30%; also: 0% is about no effect; mostly tested at two doses, the higher about 12 µM
#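 Agonist-mode cell screen: cells plated at 1500/well and incubated overnight at 37 °C, then exposed to library compounds for 90 min at 37 °C. Detection reagent was added for 30–60 min at room temperature, and luminescence was read.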
# pAkt inh: HTS Assay for Inhibitors of Akt Phophorylation: Primary Screen; Neuro2A IGF-stimulated pAkt S473 HTRF, 20 min; hits give low values; activity change, % for hits at 50 µM; 360,000 tested, 0.32% active; in the data active = activity change below about -80%; inconclusive = mostly about -51% to -80%; also: % is scaled to controls: 0 for no effect and ±100 for the full control effect
#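 Single-point screen (50 µM final compound) in Neuro2A cells stimulated 20 min with 6 nM IGF at 37 deg C. After lysis, Ser473-phosphorylated Akt read by HTRF (ex 330 nm, em 615/665 nm) as the 665/615 ratio.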
# EPAC2 agonist: qHTS for Agonist of cAMP-regulated guanine nucleotide exchange factor 4 (EPAC2): primary screen; Rap guanine nucleotide exchange factor 4 (Homo sapiens), Q8WZA2; EPAC2 activation, biochemical qHTS; response scale: 100% = 6.5 mM cAMP response; Potency, µM (doses to about 154 µM), inactives show top-dose activation, usual class: activators; 360,000 tested, 0.079% active; also: potency is read from the fitted curve at half-maximal effect; nearly all actives have a fitted effect of over 50% in size
#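 Fluorescence exchange assay: 100 nM EPAC2 with 250 nM RAP1B-BODIPY-GDP and 50 uM GDP; compounds tested as a concentration-titration series (qHTS). Loss of Rap1-bound BODIPY-GDP fluorescence read at 480/540 nm; data normalized to 6.5 mM cAMP.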
# D3 antag: qHTS of D3 Dopamine Receptor Antagonist: qHTS; D(3) dopamine receptor (Homo sapiens), P35462; D3R cells, DiscoveRx beta-arrestin luminescence, antagonist mode; hits give low values; max response, negative = inhibition, %; 360,000 tested, 2.5% active; AID 652054, 2013; in the data active = max response below about -50%; inconclusive = no clear call, values can overlap the other calls; also: % is scaled to controls: 0 for no effect and ±100 for the full control effect; mostly tested at two doses, the higher about 12 µM
#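 Cells expressing the human receptor were seeded at 1500 cells/well, incubated overnight at 37 degrees C in 5% CO2, then exposed to library compounds with dopamine controls for 90 minutes at 37 degrees C before luminescent detection.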
# * hit, by the source's call; i = inactive; ? = inconclusive; / = no result given; & = joins results of further samples; [ ] = another dose, or the depositor's remark. Unless noted, calls follow the shape of the dose curve; as a rule, active = well fitted curve in the direction sought with a large enough effect; inconclusive = small, poorly fitted or top-dose-only effect, or another doubt; inactive = no such curve, though single readings can be large; an effect the other way counts as inactive or inconclusive. A portion of the library; the hit share may differ from the screen's.
smiles,CCT modulator,EPAC2 antagonist,Mm-Cpn inhibitor,PTHR1 ag,DRD3 agonist,pAkt inh,EPAC2 agonist,D3 antag
CCc1nc2ccc(C(=O)N(C)CC(=O)Nc3ccc(Cl)c(C(F)(F)F)c3)cc2nc1CC,-1.7,-22%,-2%,-93%[inhibitor],-2,i,-1%,21
O=S(=O)([O-])CCC[n+]1ccc(Oc2ccccc2)cc1,-2.0,2%,1%,0%,3,i,-1%,-4
CC(/C=C1\SC(=S)N(C(C(=O)O)C(C)C)C1=O)=C\c1ccccc1 (configuration not stated),1.6,?,-11%,i,1,i,-2%,4
COCCNS(=O)(=O)c1cc(OC)ccc1OC,-1.3,8%,1%,-13%,-3,i,3%,-3
O=C(NCc1cccs1)c1cc(-c2ccccc2)nc2ccccc12,-3.9,6%,-4%,-9%,1,i,6%,37
CC1(C)OC(=O)N(c2ccccn2)C1(C)O (configuration not stated),-1.8,-1%,2%,i,-1,i,-3%,7
CCCC(=O)Oc1ccc(C2NC(=O)c3ccccc3O2)cc1OC (configuration not stated),-4.6,-5%,0%,-5%,-11,i,3%,2
CC1(C)CC(=O)c2cnc(N3CCc4ccccc4C3)nc2C1,1.1,10%,1%,-4%[57.5 µM],6,i,5%,7
CCc1sc(-c2ccccc2)nc1C(=O)OC,-0.1,?,0%,i,3,i,4%,6
CC(C)CC(=O)NC(NCC1CCCO1)C(Cl)(Cl)Cl (configuration not stated),3.4,1%[57.1 µM],0%,i,-4,i,-36%[inhibitor],-30
COc1ccc(NC(=O)COc2coc(CN3CCN(c4ccccc4)CC3)cc2=O)cc1,-2.8,-8%,-2%,i,1,i,-2%,2
COc1ccc(CC(=O)NC(C)c2ccc(S(N)(=O)=O)cc2)cc1S(=O)(=O)N1CCOCC1 (configuration not stated),-4.0,17%,0%,-23%,3,i,4%,-12
Cc1cc(NS(=O)(=O)c2ccc(NC(=S)NC(=O)c3ccc(F)cc3)cc2)no1,0.4,-9%,0%,i,6,i,-3%,-10
CCS(=O)(=O)N1CCC(C(=O)NCCCN2CCCC2)CC1,0.3,7%,0%,-8%[57.5 µM],13,i,6%,-29
CS(=O)(=O)NCCCCNc1ccc(C(F)(F)F)cc1[N+](=O)[O-],-3.6,-3%,1%,-8%,4,i,21%,-5

# An excerpt from the list above:
smiles,CCT modulator,EPAC2 antagonist,Mm-Cpn inhibitor,PTHR1 ag,DRD3 agonist,pAkt inh,EPAC2 agonist,D3 antag
CCc1nc2ccc(C(=O)N(C)CC(=O)Nc3ccc(Cl)c(C(F)(F)F)c3)cc2nc1CC,-1.7,-22%,-2%,-93%[inhibitor],-2,i,-1%,21
O=S(=O)([O-])CCC[n+]1ccc(Oc2ccccc2)cc1,-2.0,2%,1%,0%,3,i,-1%,-4

# The listing continues.
smiles,CCT modulator,EPAC2 antagonist,Mm-Cpn inhibitor,PTHR1 ag,DRD3 agonist,pAkt inh,EPAC2 agonist,D3 antag
N#Cc1ccsc1NC(=O)COC(=O)c1cc2ccccc2cc1O,-0.2,-3%,1%,-29%,-9,i,5%,18
Cc1cc(-c2ccccc2)c2nncn2n1,1.5,4%,1%,i,2,i,3%,23
CN1CCN(C(=O)c2cc3c(=O)n4ccccc4nc3s2)CC1,-1.0,3%,-8%,i,1,i,4%,5
CCCC1Oc2ccccc2C(=O)N(CC(=O)c2ccc3c(c2)OCCO3)C1=O (configuration not stated),0.8,-8%,-4%,-19%,5,i,6%,16
Cc1ccc(S(=O)(=O)N2CCC(=O)N([C@H](COCc3ccccc3)Cc3ccccc3)CC2)cc1,0.7,-3%,/,-18%,1,i,16%,-4
CNC(=S)Nc1ccc([N+](=O)[O-])cc1C,1.3,3%,-1%,i,-2,i,6%,0
COc1ccc(CNC(=O)CCN2C(=O)c3ccccc3C2=O)cc1OC,0.1,4%,1%,i,3,i,9%,4
NC(=O)C1(N2CCCCC2)CCN(C(=O)CCCn2c(=O)[nH]c3ccsc3c2=O)CC1,-2.3,15%,0%,i,-8,i,5%,0
CCCCC(=O)NC1(C(F)(F)F)C(=O)Nc2c1c(=O)n(C)c(=O)n2C (configuration not stated),-1.3,-6%,1%,i,1,/,-13%[15.6 µM],-7
CC(C)(C)c1ccc(S(=O)(=O)N2CCN(C(=O)C3=COCCO3)CC2)cc1,2.0,7%,0%,-73%[inhibitor],-2,i,-5%,4
Cc1ccc(CN2CCN(CCC(C)C)C(CCO)C2)s1 (configuration not stated),0.1,3%,-6%,i,-28,i,6%,?
CCCCN(C)C(=O)C1CCN(Cc2cccnc2)CC1,0.3,5%,-6%,i,-11,i,-2%,2
O=S(=O)(c1ccccc1)c1nc(-c2ccccc2Cl)oc1NCCCN1CCOCC1,0.5,-10%,1%,-17%,-17,i,11%,-71*
CCCCn1c(N)c(N(C)C(=O)c2ccccc2Oc2ccccc2)c(=O)[nH]c1=O,-1.4,12%,0%,9%,-13,i,16%,?
CCOC(=O)c1sc2nc(C)cc(C)c2c1NC(=O)c1ccco1,-2.6,1%,-3%,-10%[57.5 µM],3,i,9%,18

# Other records:
smiles,CCT modulator,EPAC2 antagonist,Mm-Cpn inhibitor,PTHR1 ag,DRD3 agonist,pAkt inh,EPAC2 agonist,D3 antag
CCOCCCNC(=O)CN1C(=O)CSc2ccc(S(=O)(=O)N3CCOCC3)cc21,-0.3,-3%,0%,-24%,-15,i,-1%,18
O=C(NCC(c1ccco1)N1CCCCC1)c1ccc(OCc2ccccc2)cc1 (configuration not stated),-0.3,6%,-3%,-22%,-6,i,1%,11
O=S(=O)(Nc1ccc(N2CCOCC2)cc1)c1ccc(F)cc1F,-2.3,-3%,0%,i,-8,i,13%,-23
CC(NCC(=O)Nc1ccccc1C(=O)NC1CC1)c1ccc(S(C)(=O)=O)cc1 (configuration not stated),2.1,3%,-4%,i,-1,i,8%,-2
CC1(C)CC(=O)C(C(O)c2ccccc2)C(C)(C)N1 (configuration not stated),1.5,17%,-2%,-10%,-2,i,9%,-24
Cc1ccc(S(=O)(=O)N(CC(=O)c2ccc(Cl)cc2)C(=O)N2CCN(C)CC2)cc1,0.9,14%,-5%,5%,-1,i,0%,16
CCOc1ccc(OCC)c(S(=O)(=O)N2CCCCC2C)c1 (configuration not stated),-1.8,-13%,0%,?,-3,i,14%,-22
O=C(O)CC1COc2ccccc2N1S(=O)(=O)c1ccc(Br)cc1 (configuration not stated),-3.2,4%,1%,i,10,i,-2%,-8
CN(C(=O)c1cccc(NC(=O)Cc2cccc(NC(=O)C3CCCN(C(=O)c4ccccc4)C3)c2)c1)C1CC1 (configuration not stated),-0.6,2%,/,-14%,7,i,3%,31
CCn1c(CCNC(=O)c2cccs2)nnc1SCC(=O)NC1CCCCC1,-0.9,1%,0%,-9%[57.5 µM],-14,/,6%,-11
CCN(c1cccc(C)c1)S(=O)(=O)c1ccc(-n2cccn2)cc1,-3.0,-18%,1%,-18%,-3&2,i,14%,-10
Cc1nn(-c2ccccc2)c(C)c1NC(=O)COc1ccc(Cl)cc1Cl,-4.0,1%,1%,-94%[inhibitor],8,i,-10%,23
CC(=O)OCC1=C(C(=O)O)N2C(=O)C(NC(=O)c3ccc(COc4ccc(Cl)cc4)o3)C2SC1 (configuration not stated),-7.5,-6%,-5%,-23%,-18,i,12%,-4
CCOC(=O)CSc1ccc(S(=O)(=O)N(C)C2CCCCC2)cc1[N+](=O)[O-],-0.7,-8%,0%,-11%[57.5 µM],-1,i,15%,-24
COc1ccc(-c2nc(CN3CCN(c4ncccn4)CC3)c(C)o2)cc1C,-0.5,1%,0%,-3%,1,i,10%,-4

# Later entries
smiles,CCT modulator,EPAC2 antagonist,Mm-Cpn inhibitor,PTHR1 ag,DRD3 agonist,pAkt inh,EPAC2 agonist,D3 antag
CC(=O)N1c2ccc(S(=O)(=O)N3CCCC3)cc2CC1C(=O)NCc1ccccc1F (configuration not stated),-2.3,3%,-2%,-23%,5,i,12%,-12
Cc1cc(=O)n2nc(N3CCCC(C(=O)NC4CCCCC4C)C3)sc2n1 (configuration not stated),1.0,2%,-2%,-4%,8,i,3%,2
Cc1cc(C(C)(C)C)cc(CN2CCN(S(=O)(=O)c3cccs3)CC2)c1O,-1.4,-10%,/,?,-5,i,0%,-22
Cn1cnc(S(=O)(=O)N2CCN(c3cccc(Cl)c3)CC2)c1,0.8,0%,-1%,9%,2,i,-4%,5
CCOc1ccc(NC(=S)NCCCN2CCN(c3ccc(OC)cc3)CC2)cc1,-2.9,3%,-3%,i,-14,i,4%,-2
CN(C(=O)CSc1ccccc1C(=O)O)C1CCCCC1,-1.9,8%,0%,-16%[57.5 µM],13,i,5%,34
CC(=O)C1=C(C)N=c2s/c(=C/c3ccc4c(c3)OCO4)c(=O)n2C1c1ccc(N(C)C)cc1 (configuration not stated),-2.8,1%,/,-23%,1,i,6%,-1
Cn1c(SCC(=O)N2CCCC2=O)nc2ccccc2c1=O,-0.4,4%,-2%,i,3,i,-4%,8
CCOC(=O)C1=C(C)N(CC)C(=S)NC1c1ccc(Cl)cc1 (configuration not stated),0.5,-4%,-4%,-30%,5,i,2%,5
CC(C)C1=CC(=NS(=O)(=O)c2cccc([N+](=O)[O-])c2)C=C(C(C)C)C1=O,1.4,1%,-2%,-16%,7,i,10%,-4
CCOc1ccc(-n2nnc3c(=O)n(CC(=O)N4CCCc5ccccc54)cnc32)cc1,-0.7,6%,-7%,-1%,-3,i,-2%,-18
CCC(=O)NC(NC(=S)Nc1ccccc1Br)C(Cl)(Cl)Cl (configuration not stated),0.7,9%,-1%,i,9,i,-9%,6
Cc1cnc(NC(=O)c2ccc(OCC3CCCO3)cc2)s1 (configuration not stated),-0.1,-5%,0%,-32%[inhibitor],1,i,2%,5

# Compound activity as filed in PubChem.
